mcGAS MS inh – inhibitors of mouse cGAS. 130,000 tested, 0.18% active. recombinant mouse cGAS, cGAMP by RapidFire MS. Q8C6L5. inhibition, % at 12.5 µM;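 active means inhibition of cGAS enzyme activity at or above 60%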;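 further: enzyme stimulated by 45 bp dsDNA with ATP and GTP substrates; cGAMP share of summed cGAMP plus half ATP and half GTP signals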
Target sequence (Q8C6L5 whole entry, looked up): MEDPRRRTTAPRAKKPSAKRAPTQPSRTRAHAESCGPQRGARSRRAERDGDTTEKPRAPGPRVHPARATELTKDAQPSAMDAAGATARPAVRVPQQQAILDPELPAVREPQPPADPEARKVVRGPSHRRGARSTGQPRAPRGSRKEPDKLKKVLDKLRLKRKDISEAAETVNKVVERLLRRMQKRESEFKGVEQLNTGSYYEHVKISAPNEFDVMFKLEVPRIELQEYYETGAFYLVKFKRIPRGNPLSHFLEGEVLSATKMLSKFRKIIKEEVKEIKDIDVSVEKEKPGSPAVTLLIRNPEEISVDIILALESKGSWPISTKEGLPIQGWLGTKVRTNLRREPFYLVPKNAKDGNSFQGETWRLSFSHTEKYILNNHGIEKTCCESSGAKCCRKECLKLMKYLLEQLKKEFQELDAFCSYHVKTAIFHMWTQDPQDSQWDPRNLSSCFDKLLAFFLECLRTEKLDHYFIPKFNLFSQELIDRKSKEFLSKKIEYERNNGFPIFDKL
* hit, by the source's call; & = joins results of further samples; ! = repeats disagree.

mcGAS MS inh | Structure
16.6 | O=C(c1ccc(=O)n(-c2ccccc2)n1)N1CCCC(c2ccn[nH]2)C1 (centres undefined)
14.1 | COc1cccc(N=Nc2c(-c3ccccc3)[nH]n(-c3ccccc3)c2=O)c1
-10.6 | Cc1cccc(NC(=O)CSc2c(C)[nH]c3ccccc23)c1
-42.9 | COc1ccc2oc(CNC(=O)CCNC(=O)c3ccccc3F)nc2c1
-1.5 | CCC(=O)NC(=Nc1nc(C)c2cc(OC)ccc2n1)NC(=O)CC
2.7 | O=c1[nH]c(Cc2cccc(F)c2)nc2c1sc1ccccc12
15.7 | CN(CCCNS(=O)(=O)c1cc(F)cc(F)c1)c1ccccn1
-7.5 | CCS(=O)(=O)c1ccc2c(c1)N(Cc1ccc(Cl)cc1)C(=O)C(C)O2 (centres undefined)
1.0 | O=c1cc(Cn2ncc(Cl)c(Cl)c2=O)[nH]c(=O)[nH]1
-14.0 | COc1ccc(CNC(=O)N(Cc2ccncc2)C2CCN(C)CC2)cc1
-3.1 | Cc1cc(C)cc(-n2ccnc2S(=O)(=O)Cc2ncnn2C)c1
-8.5 | O=C(C#Cc1ccccc1)NC1CCCc2c1cnn2-c1ccc(F)cc1F (centres undefined)
-6.2&2.6 | O=C(O)P(=O)(O)O
15.0 | CCc1cc2c(SCC(=O)c3cc(C)n(-c4nccs4)c3C)ncnc2s1
-6.6 | CSCCCCNC(=O)N1CC(C)C1c1ccccc1 (centres undefined)
-8.0 | CC1(C(=O)NS(=O)(=O)c2cccc(F)c2)CCN1C(=O)Cc1ccc(-c2ccccc2)cc1 (centres undefined)
-3.8 | CN(C)c1cc(CNC(=O)Cc2ccccc2F)ccn1
4.4 | CCCNC(=O)CN1CCN(c2ncnc3cc(Cl)ccc23)CC1
-9.4 | Cc1nc2c(c(=O)n1C)CCN(Cc1ccc(C#CCCO)cc1)CC2
-1.7 | O=c1c(-c2ccc(Br)cc2)coc2cc(OC3OC(CO)C(O)C(O)C3O)ccc12 (centres undefined)

Fetched one by one from above:
mcGAS MS inh | Structure
-42.9 | COc1ccc2oc(CNC(=O)CCNC(=O)c3ccccc3F)nc2c1
15.0 | CCc1cc2c(SCC(=O)c3cc(C)n(-c4nccs4)c3C)ncnc2s1
-7.5 | CCS(=O)(=O)c1ccc2c(c1)N(Cc1ccc(Cl)cc1)C(=O)C(C)O2 (centres undefined)
-8.0 | CC1(C(=O)NS(=O)(=O)c2cccc(F)c2)CCN1C(=O)Cc1ccc(-c2ccccc2)cc1 (centres undefined)
-6.6 | CSCCCCNC(=O)N1CC(C)C1c1ccccc1 (centres undefined)

(listing goes on)
mcGAS MS inh | Structure
-20.3 | CCc1nc(SCC(=O)NC(c2ccccc2)c2ccco2)n[nH]1 (centres undefined)
-9.9 | COc1ccc(C(=O)C=Cc2cc(Br)c(O)c(OC)c2)cc1F
-0.3 | Cc1noc(C)c1N(C)CC(=O)N1CCCCC1C (centres undefined)
37.2 | O=c1[nH]c(=S)[nH]c2scc(-c3cccs3)c12
-11.0 | CCc1nnsc1C(=O)Nc1c(C(=O)c2ccccc2)oc2ccccc12
-5.5 | CCN1CCN(C(c2cccc(Cl)c2)C2Sc3nc(C)nn3C2=O)CC1 (centres undefined)
-3.3 | CN(CC(=O)Nc1ccc(Cl)cc1F)CC1CC(=O)N(C2CCCC2)C1 (centres undefined)
-8.1 | CSCCC(=O)Nc1nc2ccccc2s1
2.1 | CC(NC(=O)COC(=O)C1=NNC(=O)CC1)C1CC2CCC1C2 (centres undefined)
-28.9 | Cc1cccc(C(C(=O)N(C)Cc2snnc2C)N(C)C)c1 (centres undefined)
-26.4 | CC(C)(C)C(=O)Cn1cnc([N+](=O)[O-])n1
-0.8 | CCC(=O)Nc1sc2c(c1C(=O)Nc1ccccc1)CCC(C)C2 (centres undefined)
-4.2 | NC(=O)Cn1nc(C2CC2)c2cnn(-c3ccc(F)cc3)c2c1=O
-22.0 | c1ccc(CN(CCN2CCOCC2)Cc2ccco2)nc1
-8.5 | CCc1c(C(=O)N2CCN(CCO)CC2)cnn1-c1cccc(C)c1
-5.6 | CC(C)CN(C(=O)c1ccco1)C1CCS(=O)(=O)C1 (centres undefined)
5.3 | O=C(NNC(=O)C1CC1)c1cc(Br)c(Br)s1
-2.8 | CNS(=O)(=O)CC1CCCN1Cc1occc1C(=O)OC (centres undefined)
-13.5 | CN(C)c1nc2c(c(N(C)C)n1)CCN(C(=O)c1ncccc1O)C2
-5.4 | CCC(=O)N1CC(C(=O)N2CCCCC2)C(c2cc(OC)c(OC)c(OC)c2)C1 (centres undefined)
-9.6 | COCCn1c(C)c(C)n2c3c(=O)n(CCc4ccccc4)c(=O)n(C)c3nc12
-6.2 | CCCNC(=O)C1(C)CCCN(Cc2c(C)nn(-c3ccccc3)c2C)C1 (centres undefined)
-18.7 | c1ccc(Cn2cccn2)c(CN2CCC3(CCNCC3)CC2)c1
-4.6 | O=S(=O)(c1cccc(-c2nnc(SCC3CCCCC3)n2C2CCCC2)c1)N1CCOCC1
-16.2 | Cn1ncc(C#N)c1NC(=O)c1ccc(OC(F)F)cc1
3.3 | O=C1N(c2ccc3c(c2)OCO3)C(c2ccco2)C1(F)F (centres undefined)
-10.3 | Cc1cccnc1C(C)NC(=O)CSCc1ccccc1Cl (centres undefined)
-9.3 | CN(Cc1ccccc1C(F)(F)F)CC(O)CO (centres undefined)
0.1 | CCCCn1cnc2c(nnn2C)c1=O
-6.1 | CC(=O)N1N=C(c2ccc(C(C)(C)C)cc2)OC1C(=O)O (centres undefined)

Looked up above:
In mcGAS MS inh, COCCn1c(C)c(C)n2c3c(=O)n(CCc4ccccc4)c(=O)n(C)c3nc12 shows -9.6
In mcGAS MS inh, CCCNC(=O)C1(C)CCCN(Cc2c(C)nn(-c3ccccc3)c2C)C1 (centres undefined) shows -6.2
In mcGAS MS inh, CC(=O)N1N=C(c2ccc(C(C)(C)C)cc2)OC1C(=O)O (centres undefined) shows -6.1

Next section
mcGAS MS inh | Structure
0.6 | Cn1cc(CNCCN2CCNC2=O)c(-c2ccc(C3CCCCC3)cc2)n1
-4.2 | COCc1cc(=O)[nH]c(Sc2c(-c3ccccc3)c3ccc(Cl)cc3[nH]c2=O)n1
-8.1 | CCCCn1nc(C(=O)N2CCc3[nH]c4ccccc4c3C2)ccc1=O
1.7 | COc1ccc2c(c1)CC(NCC1(Cn3cccn3)CC1)CC2 (centres undefined)
-51.1 | CN(C)Cc1cc(CNc2nccnc2C#N)ccc1F
-11.7 | CCOC(=O)N1CCN(/C=C(\C#N)C(=O)NCc2ccccc2)CC1
81.6*! | O=C(O)c1cc(O)c2c(O)c3c(O[C@H]4O[C@H](CO)[C@@H](O)[C@H](O)[C@H]4O)cccc3c(-c3c4cc(C(=O)O)cc(O)c4c(O)c4c(O[C@H]5O[C@H](CO)[C@@H](O)[C@H](O)[C@H]5O)cccc34)c2c1
-9.4 | N#CC1CC(c2ccc(O)cc2)=NO1 (centres undefined)
-23.5 | COc1ccc(CC(NC(=O)CC2C=CS(=O)(=O)C2)c2ccc(OC)cc2)cc1 (centres undefined)
-11.2 | CC1CCCC(NC(=O)Cn2cnc3c(oc4ccccc43)c2=O)C1C (centres undefined)
-19.7 | C=CCc1c(C)nc(-c2ccccc2)nc1Nc1ccc([N+](=O)[O-])cc1
-3.0 | CC(C)CCC(C)NC(=O)c1cc(O)cs1 (centres undefined)
-1.1 | CN(C)S(=O)(=O)c1ccc(NC(=O)C=Cc2ccco2)cc1
-6.0 | CCN(CC)C(=O)C12CC3CC(CC(Br)(C3)C1)C2
-17.2 | Cc1ccsc1CN1CCCC(OCc2cccnc2)C1 (centres undefined)
-9.1 | CCOC(=O)C1(C/C=C/c2ccccc2)CCCN(Cc2nccn2CC)C1 (centres undefined)
-3.0 | O=S(=O)(Cc1ccccc1)N1CCN(Cn2nnc(-c3ccccc3)n2)CC1
-10.0 | O=C(Nc1ccc(CC(=O)N2CCC(O)CC2)cc1)Nc1c(F)cccc1F
-2.4 | CC(=O)N(CN1C(=O)c2ccccc2C1=O)c1ccc(I)cc1
-26.2 | Clc1cnccc1CN1CCC(c2cc(Cc3ccccc3)[nH]n2)CC1
-6.3 | CCN1CCN(Cc2cc(C(=O)N3CCN(C4CCCC4)CC3)no2)CC1
-24.3 | O=C(O)C1C2C=CC(C2)C1C(=O)NCC1CCCO1 (centres undefined)
5.9 | CN(CC1CCN(c2ccccc2)C1)C(=O)c1cc2ncccn2n1 (centres undefined)
-4.7 | O=C(OCC(=O)c1ccc[nH]1)C1=COCCO1
-9.8 | Cc1cc(CN(c2ccccc2Br)S(C)(=O)=O)no1
-2.9 | CCCCCN(C(=O)Nc1cc(F)ccc1F)C(C)C
-13.3&-2.3 | CC1CCCC(NC(=O)c2ccccc2OC(F)F)C1C (centres undefined)
-31.2 | CCCc1ncc(-c2ccc(OCC)c(OCC)c2)[nH]1
-1.6 | CC1CCCN(C(C)C(=O)Nc2ccc(N3CCOCC3)cc2)C1 (centres undefined)
-13.0 | Cc1c(CN(C)Cc2cccc(C(C)(C)C)c2O)cnn1C
-3.0 | COc1cccc(CCC(=O)N2CCN(S(=O)(=O)N3CCCC3)CC2)c1
-1.6 | C=CCN(CC=C)Cc1ccc(OCC(O)CN2CCC(C(=O)OC)CC2)cc1 (centres undefined)
6.7 | CC(C)n1c(N)nnc1SCc1ccn(-c2cccc(F)c2)n1
1.7 | Cc1nc(C)c(-c2csc(Nc3ncccn3)n2)s1
-18.8 | Cc1noc(C)c1CNC(=O)c1nn(C)c(=O)c2ccccc12
0.2 | CC1(C)C2CCC1(CS(=O)(=O)Nc1ccc(OC(F)F)c(Cl)c1)C(=O)C2 (centres undefined)
7.4 | Cc1nn(S(=O)(=O)N2CCCCC2)c(C)c1Cl
-6.0 | O=C1CCCc2occ(C(=O)N3CCC(Oc4ccc(C(F)(F)F)cc4)CC3)c21
-4.7 | N#CC1C(=N)Oc2n[nH]c(-c3cccc([N+](=O)[O-])c3)c2C1c1cccc(O)c1 (centres undefined)
-11.1 | COc1ccc(S(=O)(=O)NC(C)C)cc1Br
-1.7 | O=C(Cc1csc(-c2ncccn2)n1)NCc1ccc(Cl)cc1Cl
-9.8 | Cc1ccc(C)c(C(=O)CCC(=O)N2CCN(S(=O)(=O)c3c(C)noc3C)CC2)c1
-12.1 | Cc1ccc(NC2CCCN(C(=O)c3ccc4c(c3)no[n+]4[O-])C2)cc1C (centres undefined)
-7.5 | NC(=O)CSc1c[nH]c2ccccc12
-10.9 | Cc1nn(CC(=O)NC2CCCC2)c(C)c1S(=O)(=O)N(C)C
-23.3 | Cc1ccc2[nH]c(C(=O)N3CCC(N4CCCC4)CC3)cc2c1C
-2.5 | Cc1c(C(=O)NCc2ccc(Cl)c(Cl)c2)sc(=O)n1Cc1ccncc1
-4.6 | CCn1c(C)nnc1CN1CCC(CN2CCCCC2)C1 (centres undefined)
-15.6 | COCCN1CCC(Cn2cnnc2)C1 (centres undefined)
-9.7 | CC(C)CC(NC(=O)c1ccn(C)c(=O)c1)c1cccs1 (centres undefined)

Given bar-delimited: 3 of the compounds above
SMILES | mcGAS MS inh
Cc1nn(CC(=O)NC2CCCC2)c(C)c1S(=O)(=O)N(C)C | -10.9
Cc1ccc2[nH]c(C(=O)N3CCC(N4CCCC4)CC3)cc2c1C | -23.3
Cc1c(C(=O)NCc2ccc(Cl)c(Cl)c2)sc(=O)n1Cc1ccncc1 | -2.5

Remaining list, next part:
mcGAS MS inh | Structure
-9.2 | Cc1onc(-c2ccccc2)c1C(=O)Nc1ccccc1N1CCCC1=O
-3.7 | CCC(=O)N1CCCCC1C(=O)Nc1nnc(C2CCCCC2)s1 (centres undefined)
-13.0 | c1ccc(COCCCc2cnc[nH]2)cc1
-2.1 | CCOCC(O)CN1CCC(OCC(C)C)CC1 (centres undefined)
-8.3 | COc1ccc(CN2CCCN(S(=O)(=O)c3ccc4c(c3)N(C)CC4)CC2)cc1
2.4 | O=C(c1ccc(Oc2ccccc2)o1)N1CCC2(CCOCC2)C1
-10.6 | CCOC(=O)N1CCN(C(=O)Cn2nc(C)c3cnn(C(C)(C)C)c3c2=O)CC1
-2.1 | O=C(NCCc1ccc2c(c1)OCCO2)NCc1ccccc1
-8.5 | CC(C)CC(NS(C)(=O)=O)C(=O)O (centres undefined)
-5.9 | CC(c1nc(N)nc(N(C)C)n1)N1CCC2(CCCCC2)C1 (centres undefined)
-9.0 | Cn1nnnc1SCc1nc(N)nc(Nc2ccccc2)n1
7.1 | O=S(=O)(NCc1ccccc1)Nc1ccc2c(c1)OCO2
-14.3 | O=C1CC(c2ccccc2O)Cc2nc(N3CCN(c4ccccn4)CC3)ncc21 (centres undefined)
-9.1 | Cc1nc(-c2ccccc2)sc1C(=O)NN=C1CCSCC1
4.8 | COc1cc(C)c(CSCC(=O)Nc2nccs2)cc1OC
-11.9 | CCCC(=O)N1CCCC(C(=O)NCc2ccnc(N(C)CC)c2)C1 (centres undefined)
0.0 | CC(C(=O)NCc1ccccc1Cl)n1ncccc1=O (centres undefined)
-2.2 | COc1ccccc1OCC(=O)NC1CC(=O)N(Cc2ccccc2Cl)C1 (centres undefined)
-3.8 | CC(C)n1nnc2c(=O)oc3ccccc3c21
0.5 | CC(C)C(NC(=O)CCc1nc2cc(S(=O)(=O)N3CCOCC3)ccc2n1C)c1ccccc1 (centres undefined)
-9.6 | COc1nccnc1-c1cccc(Cl)c1Cl
-5.8 | Cc1ccccc1-c1cc(O)c2c(c1)CN(C(=O)CCn1cnnc1)CCO2
-5.2 | Cc1ccsc1CNc1cccc(C(=O)N(C)Cc2snnc2C)c1
-4.1 | Cc1c(C)n2c3c(=O)n(CCc4ccccc4)c(=O)n(C)c3nc2n1CC1CCCO1 (centres undefined)
-2.7 | O=C(CCn1cnc2sc3c(c2c1=O)CCCC3)NCc1ccccn1
-1.5 | O=C(Nc1ccc(Br)cc1Cl)c1ccc(Cl)c(N2CCCC2=O)c1
-21.6 | CC1=CC(=C(C#N)C#N)CC(C)(C)C1
-9.5 | O=C(c1cn[nH]n1)N1CCN(Cc2cccc(Cl)c2Cl)CC1
-15.3 | COc1ccc(CNC(=O)c2cn(Cc3ccc(C)cc3)c(=O)s2)cc1OC
-1.3 | Cc1cccnc1C1=NOC(C)C(=O)N1Cc1ccc(S(C)(=O)=O)cc1 (centres undefined)

A different layout for part of the listing above:
compound,mcGAS MS inh
CCCNC(=O)CN1CCN(c2ncnc3cc(Cl)ccc23)CC1,4.4
Cc1nc2c(c(=O)n1C)CCN(Cc1ccc(C#CCCO)cc1)CC2,-9.4
O=c1c(-c2ccc(Br)cc2)coc2cc(OC3OC(CO)C(O)C(O)C3O)ccc12 (centres undefined),-1.7

Compound activity from PubChem.

The list is partial, so the mix of outcomes need not match the whole.
